MITF primary: blocks human microphthalmia-associated transcription factor; O75030; AlphaScreen MITF homodimerization, bead proximity signal; inhibition, % at 2.6 µM; 0.91% of 650,000 active; in the data active means inhibition above about 50%;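 further: 0% = vehicle wells with protein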
Target sequence (O75030 whole entry, looked up): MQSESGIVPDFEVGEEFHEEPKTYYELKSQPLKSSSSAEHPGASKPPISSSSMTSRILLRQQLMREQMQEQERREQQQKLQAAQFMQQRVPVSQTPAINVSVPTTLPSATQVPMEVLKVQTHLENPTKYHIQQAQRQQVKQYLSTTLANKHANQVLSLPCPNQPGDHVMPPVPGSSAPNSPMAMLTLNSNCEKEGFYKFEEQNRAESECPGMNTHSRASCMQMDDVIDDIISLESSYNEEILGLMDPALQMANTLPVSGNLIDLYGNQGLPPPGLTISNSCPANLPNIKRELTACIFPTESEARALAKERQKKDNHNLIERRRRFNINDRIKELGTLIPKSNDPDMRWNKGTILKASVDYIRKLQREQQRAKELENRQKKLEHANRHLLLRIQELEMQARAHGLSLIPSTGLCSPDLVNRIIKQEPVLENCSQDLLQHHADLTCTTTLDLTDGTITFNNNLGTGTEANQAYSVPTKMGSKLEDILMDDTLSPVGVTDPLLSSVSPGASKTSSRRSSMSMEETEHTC
TEAD-YAP block: TEAD-YAP interaction inhibition; HEK-TIYL cells, TEAD-Gal4/YAP UAS-luciferase luminescence; inhibition, % at 9.12 µM; 1.4% of 640,000 active; AID 1259422; in the data active means inhibition above about 32%;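 further: 0% = median of test compound wells and 100% = reference inhibitor wells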
GPR151 ag: human GPR151 activation; activation, % at 11.2 µM; 1% of 650,000 active; PathHunter beta-arrestin GPR151 cells, luminescence; in the data active means activation above about 4.9%;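 further: 0% = median of compound wells and 100% = cells with positive control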
Target sequence (Q8TDV0 whole entry, looked up): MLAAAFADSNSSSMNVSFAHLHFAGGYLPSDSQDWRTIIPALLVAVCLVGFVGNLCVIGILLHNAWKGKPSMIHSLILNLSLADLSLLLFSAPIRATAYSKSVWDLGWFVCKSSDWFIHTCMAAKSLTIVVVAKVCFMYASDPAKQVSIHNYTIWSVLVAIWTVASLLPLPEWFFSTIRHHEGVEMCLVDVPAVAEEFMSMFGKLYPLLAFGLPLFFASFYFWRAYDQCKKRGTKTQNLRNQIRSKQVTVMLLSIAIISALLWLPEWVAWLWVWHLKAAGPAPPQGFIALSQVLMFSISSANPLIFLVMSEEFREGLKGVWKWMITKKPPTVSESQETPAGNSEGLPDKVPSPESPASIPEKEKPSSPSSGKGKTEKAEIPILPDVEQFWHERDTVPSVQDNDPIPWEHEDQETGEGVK
FBW7 act: activators of human E3 ligase FBW7; Q969H0; AlphaScreen FBW7–phospho-cyclin E peptide binding, activator screen; normalized activity (activation), % at 26.1 µM; 0.13% of 650,000 active; AID 1259310; in the data active means normalized activity above about 1.9%;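 further: purified mutant Fbw7 with reduced substrate affinity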
* = called active by the depositor; . = not tested or not shown.

SMILES	MITF primary	TEAD-YAP block	GPR151 ag	FBW7 act
CC1(C)CC(=O)C(C=NC(C)(C)CO)=C(O)C1	-14.2	8.0	0.4	-0.1
Oc1oc(-c2cccc3ccccc23)nc1C=Nc1cccnc1	3.4	-12.8	-0.7	-0.1
CCOC(=O)c1c[nH]c2c(Cl)ccc(Cl)c2c1=O	-5.8	-2.4	-0.8	0.1
N#C/C(=C\c1ccc(Br)cc1)c1nnc2n1CCC2	0.2	12.2	0.6	0.0
Cc1ccc2nsnc2c1NC(=O)c1ccc(-c2ccc(Cl)cc2Cl)o1	7.1	-0.2	-1.1	0.2
CO/N=C(\c1nonc1N)N1CCN(c2ccc([N+](=O)[O-])cc2Cl)CC1	-6.6	2.5	1.6	-0.1
O=C(Nc1ccc2c(c1)CN(S(=O)(=O)c1ccsc1)CC2)C1CCCO1 (configuration not stated)	-7.5	9.3	1.3	0.0
COC(=O)N/N=C\c1ccc(-c2cccc(Br)c2)o1	16.6	-18.9	1.7	-0.2
O=C(CN1Cc2ccccc2OC(c2ccccc2F)C1)NCCCn1ccnc1 (configuration not stated)	2.9	-4.0	0.2	0.1
COc1cc(NS(=O)(=O)c2ccc(NC(=S)NC(=O)C3CC3)cc2)nc(OC)n1	8.2	3.6	1.7	0.2
CCOC(=O)C1=C(N)n2c(s/c(=C/c3ccc(C(C)C)cc3)c2=O)=C(C(=O)OCC)C1c1ccc(C(C)C)cc1 (configuration not stated)	2.6	-0.1	1.2	0.3
CC(NC(=O)c1ccc(F)c(S(=O)(=O)N2CCOCC2)c1)C1CC2CCC1C2 (configuration not stated)	15.8	1.4	-0.5	0.6
Cc1ccccc1C(=O)Nc1ccc(N2CCN(S(C)(=O)=O)CC2)cc1	7.6	2.8	0.9	-0.1
O=C(Cn1c(=O)n(Cc2ccco2)c2ncccc21)N1CCOCC1	-11.0	-3.1	-1.1	-0.1
COc1cc(-c2nc3ccccc3c(=O)n2NC(=O)Cc2cccs2)cc(OC)c1OC	3.5	4.2	0.6	-0.1
CC(C)c1[nH]nc2c1C(c1cccs1)C(C#N)=C(N)O2 (configuration not stated)	16.5	-13.9	0.6	1.4
COc1ccccc1NS(=O)(=O)c1cc(S(=O)(=O)Nc2ccccc2OC)c(C)cc1C	0.7	0.5	-0.2	0.0
COc1ccc(C2=NN(C(=O)CSc3nnc(CNC(=O)c4ccco4)n3-c3cccc(C(F)(F)F)c3)C(c3ccc(C)cc3)C2)cc1 (configuration not stated)	-0.2	12.0	2.9	0.0
Cc1ccccc1OCC(=O)Nc1c(C)n(C)n(-c2ccccc2)c1=O	-8.5	16.5	-1.0	0.2
NCCCC[C@@H]1NC(=O)[C@@H]2C[C@H](NC(=O)Nc3ccccc3)CN2C1=O	8.2	-2.0	0.1	0.1
CCOC(=O)c1cnc(SCc2ccc(C#N)cc2)nc1N	-11.0	4.7	0.5	0.1
COc1ccc(Cl)cc1NC(=O)c1cc2n(n1)C(C(F)(F)F)CC(c1ccc(C)cc1)N2 (configuration not stated)	7.8	3.6	-0.2	0.5
CCOc1ccc(-c2noc(CC)n2)cc1OC	-1.9	-2.7	-0.5	-0.2
CCCN1C(SCC(=O)NCc2ccc(C)cc2)=NS(=O)(=O)c2ccccc21	2.3	5.1	-0.8	-0.1
COc1cccc(NC(=O)CSc2nc(O)c(C)c(=O)n2-c2ccc(F)cc2)c1	0.0	-6.7	0.0	0.7
CCC(Sc1nc2cc(OC)c(OC)cc2c(=O)n1Cc1ccco1)C(=O)Nc1ccc(OC)c(Cl)c1 (configuration not stated)	1.1	-0.8	-0.3	-0.2
Cc1cc(C(=O)N2CCn3c(nnc3C3CC3)C2)c(C)[nH]1	12.3	5.0	-0.3	0.0
O=C(O)c1cc2sccc2nc1-c1ccccc1	6.8	-3.2	-0.2	-0.1
COc1ccc(-c2cn3c4c(=O)n(C)c(=O)n(C)c4nc3n2-c2cccc(C)c2)cc1	3.5	-4.5	0.3	0.0
Cn1nnc2c[n+](CC(=O)C(C)(C)C)ccc21	2.8	2.2	0.3	0.2
COCCn1c2ccccc2n2c(=O)n(Cc3ccc(F)cc3)nc12	-9.4	11.8	-1.2	0.0
COCCCn1c(=S)[nH]c2ccc(N3CCOCC3)cc2c1=O	1.4	-7.6	-0.3	-0.1
COc1ccc(NC(=O)c2ccc(=O)n(Cc3cccc(Cl)c3)c2)c(OC)c1	-1.8	-7.8	0.9	0.0
COc1ccc(NC(=O)Cn2nc(C(F)(F)F)cc2C)c(OC)c1	8.3	9.2	-1.0	0.0
O=C(CCN1CCOCC1)c1ccc2c(c1)OCCCCO2	-7.5	23.9	-0.7	0.1
O=C(c1cc(C(=O)N2CCN(Cc3ccccc3)CC2)cc([N+](=O)[O-])c1)N1CCN(Cc2ccccc2)CC1	-3.3	-2.8	-0.2	0.0
CN(C)CCNCCCOc1ccccc1-c1ccccc1	74.3*	-0.8	1.0	0.2
OCCN1CCN(Cc2ccc(O)cc2)CC1	86.3*	-3.1	0.1	-0.1
COc1ccc2sc(Nc3nc4ccc(S(C)(=O)=O)cc4s3)nc2c1	1.8	-10.3	3.0	-0.9
CCC(=O)Nc1c2c(nn1C(C)(C)C)CS(=O)C2 (configuration not stated)	-1.2	-1.6	1.3	0.0
CC(C)n1cnc2c(NCc3cccc(C(F)(F)F)c3)nc(-c3ccc(C(N)=O)cc3)nc21	0.2	5.2	-0.6	-0.1
CCOC(=O)c1cnc2c(C)cc(Cl)cc2c1NCCCOC	-9.7	-11.6	-1.0	0.0
CC(C)OC(=O)[C@H](C)NC(=O)N1CCc2nc(COc3ccccc3)c3c(c2C1)CO[C@@H](C)C3	-7.9	.	2.6	0.0
COc1cccc(-c2nn3c(-c4ccc(F)cc4)nnc3s2)c1	25.1	1.2	-0.6	0.6
CC(=O)Nc1cc2c(C)cc(=O)oc2c2c(OC(C)=O)coc12	20.0	12.2	0.0	0.2
O=Cc1cc(N=Nc2ccccc2)ccc1O	14.3	14.9	-4.2	0.7
C/C=C/c1c(C)nc2sc(C#N)c(N)c2c1C	12.0	-10.4	-0.7	0.2
Cc1cc(NC(=O)CSc2nc3ccsc3c(=O)n2Cc2ccccc2Cl)no1	-4.9	-15.3	0.1	0.0
COc1ccc(CC(=O)NCCn2ccc3ccccc32)cc1OC	17.6	-3.9	0.1	-0.1
N#C/C(=C\c1cn(CC(=O)NCC2CCCO2)c2ccccc12)C(=O)NC1CCCCC1 (configuration not stated)	11.6	-2.4	-0.1	0.0
CCN(CC)C1=NC(=O)C(CC(=O)Nc2cccc(C(=O)NCc3ccco3)c2)S1 (configuration not stated)	1.5	1.4	-1.2	-0.1
CCOc1cccc(C(=O)Nc2ccc(-c3nc4ncccc4o3)cc2)c1	-5.4	-6.7	-0.1	-0.1
CN(C)/N=C/c1cc([N+](=O)[O-])ccc1N1CCCCC1	10.1	4.4	-1.5	0.1
CCC(C)NC(=O)C1CCN(S(=O)(=O)N2CCC3(CC2)OCCO3)CC1 (configuration not stated)	-2.6	-5.4	2.0	0.1
CNC(=O)C(=O)NCC1(c2ccc(OC)c(OC)c2)CCCC1	5.5	-0.3	1.7	-0.7
CC(=O)N1CCN(c2ccc(NC(=O)COc3ccc(Cl)cc3C)cc2)CC1	4.5	3.2	-1.2	-0.2
O=[N+]([O-])c1ccc2ncnc(Nc3cccc(C(F)(F)F)c3)c2c1	5.9	-0.5	5.3*	0.0
Cc1ccc(CN2C(=O)CSc3ccc(NC(=O)Nc4nc(C)cc(C)n4)cc32)cc1	2.6	-14.8	7.4*	0.0
COc1ccc(Cl)cc1Nc1cc(C)c2ccccc2n1	1.7	-5.7	1.0	0.1
COc1ccccc1NC(=O)CSc1nc2c(oc3ccccc32)c(=O)n1CCCOC(C)C	14.5	5.9	2.2	0.1

(list continues)
SMILES	MITF primary	TEAD-YAP block	GPR151 ag	FBW7 act
CCc1ccc(NC(=O)c2ccc(F)c(S(=O)(=O)N(CC)Cc3ccccc3)c2)cc1	-5.1	-2.2	-0.1	-0.2
O=C(CCN1CCc2ccccc2C1)Nc1ccc(Cl)cc1	6.6	-1.9	0.6	-0.3
CC(=O)Nc1ccc(S(=O)(=O)Oc2ccc(C=O)cc2)cc1	-3.1	0.1	-1.6	-0.1
CC(C)(C)NC(=O)c1ccccc1NC(=O)COc1cccc([N+](=O)[O-])c1	-10.6	8.8	0.7	-0.1
Cc1ccc(Cn2c(C(=O)O)c(CNCc3ccco3)c3ccccc32)cc1	12.3	6.8	-1.1	0.5
COc1cccc(CN2CCNC(=O)C2CC(=O)NC2Cc3ccccc3C2)c1 (configuration not stated)	6.8	7.8	-0.9	0.1
Cc1ccc(SCc2nc3ccccn3c2Br)cc1	-26.6	-43.4	-0.5	-0.1
CCOC(=O)C1=C(CC)OC(N)=C(C#N)C1c1ccccc1OCC (configuration not stated)	23.5	14.3	0.1	0.3
COc1ccc(NS(=O)(=O)c2ccc(NC(=O)c3ccc(C4SCC(=O)N4Cc4ccccc4)cc3)cc2)cc1 (configuration not stated)	-4.8	13.2	-0.4	0.1
O=C(Nc1ccccc1N1CCOCC1)c1ccccc1-n1cnnn1	1.1	5.5	-0.5	0.3
CCOC(=O)C1=C(C)OC(N)=C(C#N)C1c1cccc([N+](=O)[O-])c1 (configuration not stated)	12.4	14.2	-1.0	0.1
CCOc1ccc(C2C=C(c3ccc(Br)cc3)Nc3nnnn32)cc1 (configuration not stated)	5.4	-8.8	-1.4	0.6
COC(=O)Nc1sc(C(=O)OC)c(C)c1C(=O)OC	-8.0	8.2	2.1	0.0
O=C(NCCc1ccc(Cl)cc1)Nc1ccccc1[N+](=O)[O-]	-7.6	-28.0	3.0	-0.2
O=C1CCCC2=C1C(c1ccc(Cl)cc1Cl)Nc1ccccc1N2 (configuration not stated)	5.8	-1.6	1.0	-0.1
CCOC(=O)c1cccc(N2C(=O)c3cccc4cccc(c34)C2=O)c1	-0.3	8.3	-0.7	0.8
Cc1ccc(C2OC3(C(=O)c4ccccc4C3=O)C3C(=O)N(c4cccc(C(F)(F)F)c4)C(=O)C23)cc1 (configuration not stated)	1.4	2.8	0.9	-0.1
Cc1cc(C)c2[nH]c(C)c(CN3CCOCC3)c(=O)c2c1	10.8	8.5	-0.6	0.3
Nc1nc(SCc2cn3cc(Br)ccc3n2)n[nH]1	10.0	-7.8	7.6*	-0.2
O=C(Nn1cnc2ccccc2c1=O)c1ccc(Cl)cc1	15.2	-18.8	0.2	0.0
Cc1nc2ccccc2c(=O)n1NCc1ccco1	-0.5	-4.4	-1.5	-0.1
C=CCn1c(SCC(=O)c2cc(OC)c(OC)c(OC)c2)nc2sc3c(c2c1=O)CCCC3	3.2	-4.6	-0.2	0.2
Cc1cc(C(F)F)nc2sc3c(O)cc(=O)[nH]c3c12	-4.4	-9.4	0.2	0.0
CC1(C)Oc2ccc(C(=O)NN)cc2NC1=O	2.3	-10.3	0.9	0.1
O=C(Nc1cc(Cl)ccc1Cl)c1ccc(S(=O)(=O)N2CCc3ccccc3C2)cc1	7.9	-11.7	-0.5	0.1
CCCCCOC(=O)C1=C(C)NC2=C(C(=O)CC(C)(C)C2)C1c1ccccc1 (configuration not stated)	12.3	-0.3	-0.8	0.1
C/C(=N/NC(=O)Cc1cccn1C)c1ccc([N+](=O)[O-])cc1	-1.2	-8.3	-0.1	-0.1
O=C(c1cccnc1)N1CCCC(CNC(=O)C2(c3ccc(Cl)cc3)CC2)C1 (configuration not stated)	4.8	-10.9	3.3	-0.1
Cc1cc(/C=C2\C(=N)N3N=C(S(C)(=O)=O)SC3=NC2=O)c(C)n1-c1ccc(F)cc1	0.2	4.1	-0.9	-0.1
CC(Oc1ccccc1F)C(=O)Nc1cccc(I)c1 (configuration not stated)	-20.2	-7.0	-1.5	-0.1
Nn1c(SCc2ccccc2)nc2c(cnn2-c2ccccc2)c1=O	-6.7	-37.7	0.3	-0.2
COc1cc(/C=C/CN2CCc3nnc(CNC(=O)Cc4ccccc4)n3CC2)ccc1O	-8.2	-5.8	-0.8	-0.2
COC(=O)C1=C(C)NC2=C(C(=O)c3ccccc32)C1c1ccc(C)cc1 (configuration not stated)	2.3	-3.2	3.4	-0.1
COc1ccccc1C(=O)NCC(=O)N/N=C/c1ccc(N(C)C)cc1	7.7	-3.6	0.9	1.1
O=C1c2cccc([N+](=O)[O-])c2C(=O)N1c1cc(Cl)ccc1Cl	9.3	6.2	0.2	-0.1
Cc1cccc(NC(=O)CSc2nc3c(cc2C#N)CCC3)c1	15.8	-40.1	2.5	0.5
COC(=O)C1=CN(CCc2ccccc2)C=C(C(=O)OC)C1c1ccccc1	-31.3	-11.9	4.8	1.5
